Screens: PubChem, several laboratories
LANA DNA inh: inhibitors of KSHV C-LANA binding to DNA, primary screen, biochemical, fluorescence polarization, FAM-LBS DNA, MBP-C-LANA, single point. Kaposi's sarcoma herpesvirus LANA C-terminal domain (residues 932-1162) DNA binding. inhibition, % at 9 µM. actives 0.078% (n = 340,000). AID 504423, 2011;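 active = highest replicate inhibition at or above 60% at 9 µM, even if other replicates fall short; inactive = all replicates below 60% inhibition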;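 also: 0% = neutral control wells and 100% = 4 µM acridine orange control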
PKA-R2B activ: activators of PKA-R2B holoenzyme, primary screen, biochemical, fluorescence polarization, Cy5-IP20, human; PKA-R2B holoenzyme dissociation; R2B truncated from residue 108, S112A mutant; 0% DMSO only, 100% 113 µM cGMP; activation, % at 11.4 µM; actives 0.079% (n = 340,000); AID 504700, 2011;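 active = activation above a cutoff set at the mean over all compounds plus 3 SD, cut at about 18% in these data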;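 also: higher means more holoenzyme dissociation and a rise in polarization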
Target sequence (P31323 whole entry, looked up, other chains not shown, the tested form may be a part): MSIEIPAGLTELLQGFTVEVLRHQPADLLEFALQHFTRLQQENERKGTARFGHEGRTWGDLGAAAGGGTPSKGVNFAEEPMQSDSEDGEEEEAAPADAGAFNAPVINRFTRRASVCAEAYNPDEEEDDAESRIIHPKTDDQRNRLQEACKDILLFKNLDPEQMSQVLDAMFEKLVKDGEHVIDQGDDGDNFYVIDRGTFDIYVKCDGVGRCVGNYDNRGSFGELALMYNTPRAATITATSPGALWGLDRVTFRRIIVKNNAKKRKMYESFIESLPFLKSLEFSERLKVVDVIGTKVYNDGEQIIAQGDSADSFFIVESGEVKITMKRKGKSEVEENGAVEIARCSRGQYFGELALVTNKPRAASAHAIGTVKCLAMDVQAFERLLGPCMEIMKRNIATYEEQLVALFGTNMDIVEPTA
SR-BI HDL uptake: inhibitors of SR-BI mediated HDL lipid uptake, primary screen, ldlA[mSR-BI] cells, fluorescence, single point | ldlA[mSR-BI] CHO cells, DiI-HDL uptake fluorescence, 3 h | inhibition, % at 12.5 µM | actives 0.96% (n = 320,000);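 active = mean replicate inhibition of at least 70% and a set share of replicates each scoring 70 or more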;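 also: 0% = median of neutral control wells and 100% = median of positive control wells; values of inactives mirror those of a sister screen read the other way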
Target sequence (Q61009 whole entry, looked up): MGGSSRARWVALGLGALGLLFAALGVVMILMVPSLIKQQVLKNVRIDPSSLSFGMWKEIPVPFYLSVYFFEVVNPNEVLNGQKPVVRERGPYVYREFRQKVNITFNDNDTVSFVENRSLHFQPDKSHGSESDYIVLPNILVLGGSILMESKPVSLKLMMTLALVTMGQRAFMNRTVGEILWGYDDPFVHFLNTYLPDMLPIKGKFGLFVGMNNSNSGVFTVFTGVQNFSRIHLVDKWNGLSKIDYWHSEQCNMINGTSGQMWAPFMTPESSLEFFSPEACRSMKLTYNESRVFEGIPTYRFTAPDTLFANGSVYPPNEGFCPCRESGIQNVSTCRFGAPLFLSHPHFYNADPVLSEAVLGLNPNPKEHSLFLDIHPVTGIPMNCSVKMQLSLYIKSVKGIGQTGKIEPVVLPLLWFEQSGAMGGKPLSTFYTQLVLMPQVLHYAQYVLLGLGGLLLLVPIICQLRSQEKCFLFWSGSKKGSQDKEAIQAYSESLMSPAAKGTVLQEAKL
SR-BI DiI-HDL act: activators of SR-BI mediated DiI-HDL uptake, primary screen, ldlA[mSR-BI] CHO cells, DiI fluorescence; actives 0.096% (n = 320,000); activation, % at 12.5 µM; AID 504775, 2011; 3 h; 100 = double the neutral-control signal;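 active = mean replicate activation of at least 60% and every replicate at or above 60%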;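 also: 0% = median plate neutral-control signal and 100% = twice that signal; values of inactives mirror those of a sister screen read the other way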
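Material: SR-BI-overexpressing, LDLR-lacking CHO cells | Dosing: Single compound concentration, delivered by pin transfer | Probe or stimulus: Labelled HDL, 10 µg/mL | Signal: Bottom-read cell fluorescence after medium removal, ex 550/em 595 nm | Schedule: 3 h, 37 °C | Evaluation: HDL uptake via cellular fluorescence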
Keap1-Nrf2 PPI: Keap1-Nrf2 protein-protein interaction inhibitors, primary screen, biochemical, fluorescence polarization, single point; Kelch-like ECH-associated protein 1 (Homo sapiens), Q14145; Keap1 Kelch-Nrf2 peptide fluorescence polarization, 1536-well; inhibition, % at 9.4 µM; actives 0.15% (n = 340,000); in the data active = inhibition above about 12%;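 also: human Keap1 Kelch domain with fluorescein labeled Nrf2 9mer peptide probe; 0% = neutral control wells and 100% = peptide positive control; higher means more block of Keap1 binding to Nrf2 peptide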
NSD2 HMT inh: NSD2 histone methyltransferase inhibitors, primary screen, biochemical, AlphaScreen, single concentration, set 2; NSD2 peptide methylation, 120 min; Histone-lysine N-methyltransferase NSD2 (Homo sapiens), O96028; actives 0.54% (n = 310,000); inhibition, % at 12.5 µM; in the data active = inhibition above about 50%
Arrestin-AP2 inh: inhibitors of beta-arrestin/AP2 binding, primary screen, biochemical, GPCR trafficking, flow cytometry; inhibition, % at 10 µM; FITC-arrestin peptide / GST-AP2 beads; AP2 beta2 appendage carries R879A mutation; actives 0.31% (n = 340,000); beta-arrestin 1 C-terminal peptide binding to AP2 beta2-adaptin appendage (human);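 active = inhibition above a set limit, near 3 SD of compounds lacking own fluorescence, cut at about 54% in these data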;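 also: plate controls were DMSO wells for no effect and 5 µM unlabelled arrestin peptide for full effect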
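System: GST-tagged AP2 beta2-adaptin appendage (R879A) on 4 µm glutathione beads / Reagent: FITC-arrestin peptide, 50 nM / Detection: HyperCyt-sampled flow cytometry, FL1 channel, ex 488/em 535 nm / Timing: 12 min plus 1 h, RT / Buffer or medium: PBS plus Tween 20 (0.05%) and BSA (0.1%)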
RTF Ca sens inh: cardiac RTF calcium sensitivity inhibitors, primary screen, biochemical, IANBD-TnC fluorescence, EC70 calcium; Troponin I, cardiac muscle (Homo sapiens) + Troponin T, cardiac muscle (Homo sapiens) + …; AID 493244, 2011; inhibition, % at 7.15 µM; IANBD-labeled cardiac RTF, Ca2+ fluorescence; actives 0.12% (n = 340,000);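 active = inhibition above the mean inhibition of all tested compounds plus 3 SD, cut at about 17% in these data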;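 also: assay run at fixed EC70 calcium of 1.6 mM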
PvdQ inh: P. aeruginosa PvdQ acylase inhibitors, primary screen, biochemical, fluorescence, plate reader and imaging, single point; inhibition, % at 10 µM; AID 488965, 2010; purified PvdQ acylase; PvdQ acylase [Pseudomonas aeruginosa LESB58]; actives 0.063% (n = 340,000); in the data active = inhibition above about 30%, passing the limit was not always enough;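 also: 0% = vehicle neutral wells and 100% = reference inhibitor wells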
DAGLB inhibitor: DAGLB lipase inhibitors, primary screen, biochemical, fluorescence, HTS. Diacylglycerol lipase-beta (Homo sapiens), Q8NCG7. HEK293T DAGLB membrane lysate, EnzChek fluorogenic substrate. inhibition, % at 5.17 µM. actives 0.059% (n = 340,000). AID 504411, 2011; in the data active = inhibition above about 34%;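 also: 0% = enzyme with vehicle and 100% = wells lacking enzyme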
Numbers without * were called inactive; / = no result given. This is a random part of the collection; 2.1% or so of the library scored in one or more.

SMILES	LANA DNA inh	PKA-R2B activ	SR-BI HDL uptake	SR-BI DiI-HDL act	Keap1-Nrf2 PPI	NSD2 HMT inh	Arrestin-AP2 inh	RTF Ca sens inh	PvdQ inh	DAGLB inhibitor
CC(=O)c1ccc(Cc2ccc(C(C)=O)cc2)cc1	1.1	-4.6	-11.6	11.6	-3.4	-2.7	8.7	-4.4	-3.9	1.1
COc1ccc(C(=O)NC(=S)NNC(=O)c2cnccn2)cc1	-1.9	-0.6	4.7	-4.7	3.8	-1.9	10.2	0.8	4.8	0.4
CC1CCC2C(=O)N(c3cccc(OS(=O)(=O)c4ccccc4)c3)C(=O)C2C1 (stereo not drawn)	-0.5	-2.5	-7.1	7.1	3.8	-3.4	-5.9	-17.9	-4.4	-4.4
COc1ccc(-n2nc(C(=O)NCC(=O)NCc3ccccc3OC)c3ccccc3c2=O)c(OC)c1	0.1	-7.4	-5.2	5.2	-1.4	0.0	6.3	-9.1	-3.3	-1.1
CC(=O)NC12CC3CC(C1)CC(C(=O)N1CCN(S(=O)(=O)c4cccs4)CC1)(C3)C2	0.6	7.4	-10.1	10.1	3.3	-2.8	10.4	-4.2	-8.6	1.8
CCCc1cc(C(=O)NCCc2ccccc2)no1	2.1	6.1	-21.9	21.9	-1.4	/	3.1	6.5	-4.4	0.0
Cc1cc(OCc2cc3c(cc2Cl)OCO3)c2c(C)cc(=O)oc2c1	2.4	-8.6	42.8	-42.8	-3.4	-1.3	12.6	-1.4	-27.4	-1.9
Nc1nnc(SCC(=O)Nc2cc(F)ccc2F)s1	-1.6	0.3	-8.8	8.8	-2.4	-0.2	15.8	-8.7	-14.9	2.3
COc1cc(-c2nnc(SCC(=O)N3CCCC3)o2)cc(OC)c1OC	-0.1	1.6	/	/	1.3	-0.2	3.5	-5.6	-6.6	-1.1
O=C(Nc1ccccc1C(F)(F)F)c1ccsc1	-1.0	5.8	-3.8	3.8	-0.3	-3.8	27.2	-8.1	-8.8	4.0
Cc1ccc(N(C(=O)c2csnn2)C(C(=O)NC2CCCCC2)c2ccccn2)c(C)c1 (stereo not drawn)	0.8	-11.7	-6.2	6.2	-3.9	16.8	4.4	-5.1	-17.4	1.3
O=C(CN1CCOCC1)Nc1nc2ccc([N+](=O)[O-])cc2s1	-0.5	-8.9	-14.7	14.7	0.3	-1.6	4.2	-8.4	12.2	1.7
NC1=NC(=O)C(c2ccccc2)(c2ccccc2)S1	1.1	4.9	0.2	-0.2	-0.5	-0.6	21.1	-1.0	-10.4	-4.1
O=C([C@H](Cc1ccccc1)N1C(=O)c2ccccc2C1=O)N1CCOCC1	0.4	-5.7	/	/	-10.3	/	6.0	6.0	-10.4	-2.7
CC(NC(=O)c1csc2ccccc12)C1CCCO1 (stereo not drawn)	0.6	-7.4	-22.0	22.0	-1.7	5.6	15.2	-3.2	8.0	1.3
CSCCC(NS(=O)(=O)c1ccccc1F)C(=O)N1CC=C(c2ccccc2)CC1 (stereo not drawn)	-1.3	-0.4	5.8	-5.8	3.0	-0.4	38.2	-8.7	1.9	0.6
CCN(CC)Cc1c(C(=O)N/N=C/c2cccnc2)nnn1-c1nonc1N	2.3	-9.5	/	/	-1.3	1.2	5.1	-1.1	-3.8	2.1
CCCOc1ccc(C(=O)c2nc3c(n2O)CCCC3)cc1	0.0	12.0	-9.0	9.0	5.1	7.1	17.8	-4.2	-9.6	-7.5
O=C(COc1ccccc1)N=C1SC2CS(=O)(=O)CC2N1CCc1ccccc1 (stereo not drawn)	0.1	-7.1	8.1	-8.1	-3.1	-2.2	1.6	2.1	-12.0	0.1
CCN(CC)C(=O)CN(Cc1ccccc1)S(=O)(=O)c1ccc(F)cc1	2.2	10.7	-8.2	8.2	1.4	-3.3	-4.9	-4.9	-14.4	-5.4
Cc1nc(Cl)sc1C(=O)Nc1ccccc1Cl	-0.1	2.6	6.5	-6.5	4.7	-2.2	14.4	3.8	-5.3	-1.4
O=[N+]([O-])c1cccc(NC(=S)N2CCc3ccccc32)c1	0.4	7.4	40.4	-40.4	-3.2	1.8	14.5	0.5	-3.3	-2.2
NS(=O)(=O)c1ccc(NC(=O)CSc2nnc(COc3ccccc3Cl)n2C2CC2)cc1	-1.9	3.1	/	/	-0.7	-1.4	-3.8	-25.0	8.1	0.1
CC(=O)Nc1ccc2c(c1)nc(CCN1CCN(c3ccccn3)CC1)n2C	1.1	-0.2	-19.5	19.5	-0.4	-2.8	0.2	1.6	-15.6	-4.0
COc1ccc(/C=N/N(C)C2=NS(=O)(=O)c3ccccc32)cc1OC	0.6	-5.5	-7.5	7.5	3.3	-3.5	30.8	-1.0	1.7	2.5
(further entries)
SMILES	LANA DNA inh	PKA-R2B activ	SR-BI HDL uptake	SR-BI DiI-HDL act	Keap1-Nrf2 PPI	NSD2 HMT inh	Arrestin-AP2 inh	RTF Ca sens inh	PvdQ inh	DAGLB inhibitor
O=C(NC1CCCC1)C(c1cccs1)N(Cc1ccco1)C(=O)Cn1nnc(-c2cccs2)n1 (stereo not drawn)	-0.2	5.8	12.0	-12.0	-4.7	-1.9	1.5	-8.0	-9.9	-4.3
CNC(=O)c1ccccc1S(=O)c1ccccc1C#N (stereo not drawn)	0.2	6.2	/	/	2.9	0.2	-7.8	-4.7	-2.3	-0.9
O=C(NC(Cc1c[nH]c2ccccc12)C(=O)N/N=C/c1ccc(Br)cc1)c1cccs1 (stereo not drawn)	-0.8	-6.8	48.3	-48.3	-0.6	-5.5	0.9	3.5	-4.3	0.7
Cc1cccc(NC(=O)NNC(=O)c2cc3occc3[nH]2)c1C	-1.2	-0.6	12.8	-12.8	-3.2	-1.0	-10.7	-11.9	-4.9	-2.1
COC(=O)Cc1c(C(=O)OC)nnn1-c1ccc(OC)cc1	0.0	-1.3	-10.0	10.0	-3.9	-0.8	0.3	-14.6	-6.7	1.4
COc1ccc(NC(=O)c2sc3cc(C(F)(F)F)cnc3c2-c2cccs2)cc1	-0.9	-9.6	14.4	-14.4	-7.4	-1.3	32.8	-2.2	-2.2	-9.6
O=C(Nc1ccc([N+](=O)[O-])cc1)c1cccc(S(=O)(=O)Nc2ccccn2)c1	1.2	3.8	-26.6	26.6	-2.5	-2.1	-4.0	-3.5	-5.2	1.5
CCn1c(=O)cc(SCC(=O)Nc2cccnc2)c2ccccc21	-1.4	5.5	-1.3	1.3	0.4	6.4	-4.8	1.0	0.6	2.4
Cc1cc(NC(=O)CSc2nnc(-c3ccncc3)n2N)ccc1Br	-0.1	6.1	22.7	-22.7	3.4	/	-5.9	-4.4	-4.6	1.6
Cc1c(-c2ccc(Cl)cc2)[n+](=O)c2c(n1[O-])CCCC2	-0.1	-1.6	-17.5	17.5	-2.9	-1.4	1.2	2.5	-9.0	-0.8
CCOc1ccc(CCNC(=O)Cn2ccc3cc(S(=O)(=O)N4CCCC4)ccc32)cc1	1.8	-6.6	8.6	-8.6	-6.4	-2.2	-4.5	-1.5	-14.7	1.7
COc1ccc(C(=O)NNC(=O)CCc2ccccc2OC)cc1	1.3	-6.0	-2.9	2.9	-2.5	-5.9	-1.6	-4.4	-17.6	-3.5
CC(C)N(Cc1ccccc1)C(=S)NCCN1CCOCC1	-1.2	5.0	-22.4	22.4	-0.4	1.9	9.8	-3.2	10.8	-4.2
COc1ccc(-n2cccc2C=O)cc1	1.0	0.2	-6.8	6.8	-0.5	-1.8	33.6	8.1	-10.0	3.1
CN(C)S(=O)(=O)c1ccc(C(=O)OCC(=O)Nc2ccccc2OC(F)F)cc1	1.0	3.4	-1.1	1.1	-0.9	-0.9	-1.8	-4.5	-8.7	-2.4
COCCOc1ccc(C(F)(F)F)cc1NC(=O)c1ccc(F)cc1	-0.7	-12.1	40.2	-40.2	1.8	0.1	-13.2	0.4	-0.9	-7.7
O=C(N/N=C/c1cccc(Br)c1)c1ccc(Cn2cc(Br)cn2)o1	0.9	-16.2	15.2	-15.2	5.0	-1.9	-8.7	14.5	3.4	-3.5
COc1ccc(Cl)cc1C(=O)O/N=C(\N)c1ccc(Cl)cc1	3.9	-5.4	36.1	-36.1	-6.1	-2.5	-4.4	1.8	-9.6	-0.6
Cc1cccc(OCC(=O)NCC(=O)N/N=C/c2cccs2)c1	-1.9	-7.2	25.5	-25.5	0.0	13.6	5.6	-3.6	-10.7	-1.7
CC1=NNC(=O)C1CCC(=O)N/N=C/c1ccccc1 (stereo not drawn)	-1.3	7.2	-10.8	10.8	4.6	7.2	-3.4	-2.7	-6.4	0.0
Cc1occc1C(=O)N1CCN(Cc2ccccc2)CC1	1.4	3.4	-14.8	14.8	0.0	1.9	2.2	-3.6	6.8	0.8
O=C(COc1ccc(Br)cc1)c1ccc2c(c1)CCCC2	1.3	1.1	-12.9	12.9	-1.7	-0.4	26.7	-3.8	6.3	-30.6
O=C(CNC(=S)NC(=O)c1ccc(Br)o1)c1ccccc1	-0.8	7.1	10.1	-10.1	-2.0	-0.7	1.5	3.0	-3.8	-3.2
CCCCCc1ccc(-c2cn(Cc3cccc(OC)c3)nn2)cc1	0.3	12.7	2.1	-2.1	-2.8	/	10.8	-1.0	-6.8	-12.6
OC(Cn1cncn1)(Cn1cncn1)c1ccc(F)cc1F	2.0	7.3	-16.4	16.4	3.0	/	25.8	8.3	9.3	2.2
CCOC(=O)c1cc(S(=O)(=O)NCCc2ccccc2)cn1C	-1.2	-5.0	-5.3	5.3	1.6	1.8	6.9	-10.8	6.1	-1.4

Rewritten bar-delimited: entries from further up
SMILES | LANA DNA inh | PKA-R2B activ | SR-BI HDL uptake | SR-BI DiI-HDL act | Keap1-Nrf2 PPI | NSD2 HMT inh | Arrestin-AP2 inh | RTF Ca sens inh | PvdQ inh | DAGLB inhibitor
O=C(CNC(=S)NC(=O)c1ccc(Br)o1)c1ccccc1 | -0.8 | 7.1 | 10.1 | -10.1 | -2.0 | -0.7 | 1.5 | 3.0 | -3.8 | -3.2
O=C(COc1ccc(Br)cc1)c1ccc2c(c1)CCCC2 | 1.3 | 1.1 | -12.9 | 12.9 | -1.7 | -0.4 | 26.7 | -3.8 | 6.3 | -30.6
